# High-throughput results as filed in PubChem BioAssay.
# CHO-K1 Ca antag = nonselective inhibitor or artifact in parental CHO-K1 cells; 360,000 compounds, 0.6% hits; AID 602250; ATP-induced calcium, Fluo-8 fluorescence; inhibition, % at 3 µM;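 active = inhibition above a per-plate cutoff, the plate's mean sample inhibition plus 3 SD, cut at about 24% in these data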;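 note: 0% = DMSO plus EC80 ATP and 100% = DMSO alone without ATP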
# M4 PAM = CHRM4 positive allosteric modulation; CHO-K1 hM4/Gqi5, Fluo-8 calcium fluorescence, ACh EC20; 0% = ACh EC20, 100% = maximal ACh; activation, % at 3 µM; 360,000 compounds, 0.4% hits;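 active = activation above its plate's cutoff, the mean activation of sample wells plus 3 SD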; note: some results filed as inactive read as strong as hits
# Target sequence (P08173 whole entry, looked up): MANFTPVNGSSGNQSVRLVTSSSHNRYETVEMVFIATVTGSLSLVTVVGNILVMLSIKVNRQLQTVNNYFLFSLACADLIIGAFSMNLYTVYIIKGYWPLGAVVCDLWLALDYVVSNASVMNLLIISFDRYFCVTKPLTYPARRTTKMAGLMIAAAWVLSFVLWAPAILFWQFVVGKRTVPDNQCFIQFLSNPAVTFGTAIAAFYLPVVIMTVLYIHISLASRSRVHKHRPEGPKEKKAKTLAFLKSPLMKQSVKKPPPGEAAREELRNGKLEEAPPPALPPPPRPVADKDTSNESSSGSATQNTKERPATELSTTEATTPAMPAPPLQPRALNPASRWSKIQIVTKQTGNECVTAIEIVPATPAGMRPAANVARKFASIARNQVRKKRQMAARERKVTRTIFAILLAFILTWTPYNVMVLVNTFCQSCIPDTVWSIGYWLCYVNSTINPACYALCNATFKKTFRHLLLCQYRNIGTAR
# CHO-K1 Ca ag = nonselective activator or artifact in parental CHO-K1 cells | activation, % at 3 µM | Fluo-8 calcium fluorescence; scaled to maximal ATP response, vehicle zero | AID 602248 | 360,000 compounds, 0.48% hits; in the data active = activation above about 15%;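 note: untransfected CHO-K1 host cells lacking M1 receptor as counterscreen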
# M4 antag = CHRM4 antagonism in calcium assay | AID 624125 | CHO-hM4 cells, ACh EC80, Fluo-8 calcium fluorescence | inhibition, % at 3 µM | 360,000 compounds, 0.73% hits | P08173;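 active = inhibition above its plate's cutoff, the mean inhibition of sample wells plus 3 SD, cut at about 27% in these data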;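 note: 0% = acetylcholine EC80 with DMSO and 100% = DMSO without agonist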
# M5 antag = blocks acetylcholine activation of human M5 receptor; P08912; 360,000 compounds, 0.59% hits; CHO-hM5 cells, Fluo-8 calcium fluorescence, ACh EC80; inhibition, % at 3 µM; AID 624040;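 active = inhibition above a per-plate cutoff, the mean of that plate's test compounds plus 3 SD, cut at about 27% in these data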;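 note: 0% = acetylcholine EC80 with DMSO and 100% = DMSO without agonist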
# Target sequence (P08912 whole entry, looked up): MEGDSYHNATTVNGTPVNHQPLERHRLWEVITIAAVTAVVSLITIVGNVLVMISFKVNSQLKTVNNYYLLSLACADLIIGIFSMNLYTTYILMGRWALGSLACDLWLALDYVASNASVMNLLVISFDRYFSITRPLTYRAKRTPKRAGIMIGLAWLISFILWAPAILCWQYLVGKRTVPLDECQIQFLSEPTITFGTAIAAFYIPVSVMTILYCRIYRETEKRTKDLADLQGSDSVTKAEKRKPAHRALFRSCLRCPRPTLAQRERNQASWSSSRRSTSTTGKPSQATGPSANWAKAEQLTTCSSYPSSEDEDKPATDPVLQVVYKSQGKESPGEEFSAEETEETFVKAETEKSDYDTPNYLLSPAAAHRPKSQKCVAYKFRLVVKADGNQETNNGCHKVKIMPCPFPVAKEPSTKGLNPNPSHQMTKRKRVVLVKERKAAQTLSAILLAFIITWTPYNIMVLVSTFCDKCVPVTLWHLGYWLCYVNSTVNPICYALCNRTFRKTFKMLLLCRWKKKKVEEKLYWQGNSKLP
# CHO-K1 Ca PAM = M1 PAM counterscreen hit in parental CHO-K1 cells. activation, % at 3 µM. ATP EC20, Fluo-8 calcium fluorescence; 0% at ATP EC20, 100% at ATP max. 360,000 compounds, 0.02% hits;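 active = activation above the run cutoff, the mean activation of all test compounds plus 3 SD, cut at about 40% in these data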;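 note: peak over basal fluorescence ratio in a 140 s read after ATP addition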
# M5 ag = CHRM5 agonism in calcium assay. P08912. CHO-K1 hM5 cells, Fluo-8 calcium fluorescence; 0% DMSO wells, 100% maximal acetylcholine response. activation, % at 3 µM. 360,000 compounds, 0.19% hits;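 active = activation above the run's mean over test compounds plus 3 SD, cut at about 23% in these data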;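 note: signal is peak over basal fluorescence ratio across the kinetic read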
# M4 ag = CHRM4 agonism in calcium assay; P08173; CHO-K1 hM4/Gqi5, Fluo-8 calcium fluorescence; vehicle 0%, full acetylcholine response 100%; activation, % at 3 µM; 360,000 compounds, 0.14% hits; AID 624127;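 active = activation above the run mean over all test wells plus 3 SD, cut at about 32% in these data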;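 note: peak over basal fluorescence ratio per well then scaled between controls; 0% = DMSO wells and 100% = acetylcholine at EC100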
# M5 PAM = positive allosteric modulators of human muscarinic M5 receptor; activation, % at 3 µM; CHO-K1 hM5, Fluo-8 calcium, ACh EC20 PAM; 0% = ACh EC20, 100% = ACh EC100; P08912; 360,000 compounds, 0.3% hits; AID 624038;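 active = activation above the run cutoff, the mean activation of all test compounds plus 3 SD, cut at about 18% in these data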
#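 Probe or stimulus: acetylcholine, EC20 level; Assay system: human M5 receptor in CHO-K1 cells; Schedule: compound preincubation 140 s before EC20 acetylcholine addition; Technique: intracellular calcium via Fluo-8 fluorescence; Dosing: single-point, 3 µM nominal; Read-out basis: percent activation from peak-over-basal fluorescence ratio, scaled EC20-to-EC100 acetylcholine; Repeats: one well per compound, no replicates.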
# * marks the source's active call; other numbers are inactive results.
item	Molecule	CHO-K1 Ca antag	M4 PAM	CHO-K1 Ca ag	M4 antag	M5 antag	CHO-K1 Ca PAM	M5 ag	M4 ag	M5 PAM
1	CCn1nc(C(=O)NNC(=O)C2CSC3(C)CCC(=O)N23)c2ccccc2c1=O (stereo unspecified)	-1	-3	1.3	3	10	2	2	0	-1
2	O=C(Cn1cc([N+](=O)[O-])cn1)NC1CCCCCC1	-8	4	0.5	2	8	11	-2	0	2
3	Cc1nn(-c2ccccc2)c(C)c1NC(=O)COc1ccc(F)cc1Cl	-7	0	6.8	-1	0	17	3	8	-4
4	Cc1ccccc1-c1nc(CN2CCC(C(=O)NCc3cccnc3)CC2)c(C)o1	-10	21	-0.3	0	-6	9	2	1	-1
5	O=C(Cn1nc(-c2cccs2)ccc1=O)Nc1ccc(Br)cc1	5	-2	8.1	-8	1	5	-2	1	-2
6	CNC(=O)c1ccsc1NC(=O)c1ccc(Cl)s1	-8	-4	0.6	-2	6	0	1	4	1
7	COc1ccc(O)c(/C=N/c2nc3ccccc3n2C)c1	-1	5	1.2	-13	-16	8	-10	0	7
8	C=C(C)C1CC=C(CN2CC(C)OC(C)C2)CC1 (stereo unspecified)	-15	-11	0.6	8	0	22	-5	0	2
9	COc1ccc(-c2cc(CNC(=O)CCl)on2)cc1	4	8	0.5	-14	-7	21	0	3	19*
10	CCOc1ccc(N(CC(=O)NCc2ccco2)C(=O)CCC(=O)Nc2ccccn2)cc1	-12	5	0.4	-1	-1	15	-2	1	5
11	COc1ccc(CC(=O)NC(C)c2nnc(SCCOc3ccc(OC)cc3)n2C)cc1 (stereo unspecified)	-7	28	0.3	4	-12	-2	1	0	3
12	Cc1ccc(-n2nc3c(=O)n(CC(=O)NCCC4=CCCCC4)nc(C)c3c2C)cc1	-11	3	-1.0	-11	-2	5	-4	0	5
13	O=C(NCc1ccccn1)c1ccc(Cl)s1	-11	21	0.2	-2	-5	21	2	0	2
14	OCCNc1nc(Nc2ccccc2)nc2ccccc12	2	6	1.4	7	-2	4	1	2	2
15	CCNC(=S)N/N=C1\CCCCc2ccccc21	-5	3	-0.4	-14	-4	8	-5	-2	-5
16	Cc1cc(NC(=O)CSc2ncnc3c2cnn3-c2ccccc2)no1	-8	11	-0.2	-10	2	15	-1	2	4
17	COC(=O)CC1(C(=O)OC)Oc2ccc(Br)cc2C(=O)N1c1cccc(Cl)c1Cl (stereo unspecified)	-6	-27	1.9	5	19	9	-5	7	-11
18	Cn1nc(C(=O)N2CCN(c3ccc([N+](=O)[O-])cc3)CC2)c2c1-c1ccccc1S(=O)(=O)C2	1	1	0.4	9	2	6	-2	0	-2
19	CC(=O)c1ccc(Nc2nc(C)cc(C)n2)cc1	-1	4	-0.7	-14	-7	10	-6	-2	9
20	COc1ccccc1NS(=O)(=O)c1ccc2ccccc2c1	3	-6	3.9	1	3	-1	-4	4	-4
21	Cc1cccc(OC(C)C(=O)N2CCCc3ccccc32)c1 (stereo unspecified)	-3	6	-0.6	-18	-6	7	-6	-2	-4
22	NCCCN1CCOCC1	-10	-1	0.5	0	1	16	-2	0	-5
23	COc1ccc(Cn2nnnc2C(c2cc3ccc(OC)cc3[nH]c2=O)N2CCC(C)CC2)cc1 (stereo unspecified)	-5	3	0.7	7	-7	12	-1	1	1
24	O=C(c1ccc(F)cc1)N1CCC(O)(c2cccnc2)CC1	-3	8	0.2	-3	8	15	-6	0	0
25	O=C(c1ccc(Cl)cc1)N1N=CCC1(O)c1ccc(Cl)cc1 (stereo unspecified)	-6	7	0.6	-11	9	10	-2	1	-1
26	COC(=O)c1ccc(COc2cccc(C)c2C)cc1	-8	12	0.4	-10	-4	15	-3	-1	6
27	CC(O)[C@@]1(O)CC[C@H]2[C@@H]3CC[C@H]4C[C@@H](O)CC[C@]4(C)C3=CC[C@@]21C (stereo partly specified)	-8	9	2.0	2	6	9	6	5	-3
28	COc1ccc(S(=O)(=O)N2CCCCC2c2cc(C(=O)NC(C)C)no2)cc1 (stereo unspecified)	-3	-1	-0.1	1	12	9	-4	0	-3
29	Cc1cc(NS(=O)(=O)c2ccc(NC(=S)NC(=O)c3cccnc3)cc2)no1	-1	5	-0.4	-10	-4	6	0	1	-2
30	CC1CCN(C(=O)CCNS(=O)(=O)c2ccc3c(c2)oc(=O)n3C)CC1	-8	3	2.2	9	-5	5	-1	1	7
31	CCCC(=O)Nc1ccc(Sc2ccc([N+](=O)[O-])cc2)cc1	18	-14	3.4	15	16	0	-1	7	-22
32	CC12CCC(C/C1=N/NC(=O)Nc1ccccc1)C2(C)C (stereo unspecified)	-1	5	-0.3	0	2	14	-2	0	4
33	COc1ccc(CNC(=O)c2cccc3c(-c4cnn(C)c4)coc23)cc1OC	1	-3	9.9	-14	5	-10	8	15	-12
34	COc1cccc(-c2c(C(=O)N/N=C(\C)COc3ccccc3)nnn2-c2nonc2N)c1	-14	3	4.3	-3	5	12	4	7	5
35	CC1CN(CCOc2ccc(Cl)c(Cl)c2)CC(C)O1 (stereo unspecified)	2	-3	2.0	8	-11	-3	6	3	-5
36	CCOc1ccc(S(=O)(=O)Nc2c(C)n(C)n(-c3ccccc3)c2=O)cc1	-8	-4	0.2	-13	-4	14	3	2	7
37	O=C(CC1CC2CCC1C2)N1CCN(S(=O)(=O)c2ccccc2C(F)(F)F)CC1 (stereo unspecified)	-6	5	2.8	1	5	-13	6	8	-12
38	COc1cc(/C=C/C(=O)OCc2cn3cc(Cl)ccc3n2)ccc1O	0	-8	0.4	-5	13	-9	-6	2	-10
39	O=C(COC(=O)Cc1ccccc1F)NC(=O)NC1CCCC1	-8	4	-0.1	4	2	11	-1	0	5
40	COc1ccc(C2NC(=O)C(=O)/C2=C(\O)c2ccc(Cl)cc2)cc1OC (stereo unspecified)	-6	-5	7.8	-4	1	16	1	14	-4
41	Cc1nc2ccc([N+](=O)[O-])cc2c(=O)n1Cc1cccc(Br)c1	10	-10	3.4	0	4	-2	-3	7	-10
42	Cc1cc(=O)oc2cc(OCC(=O)NCc3cccnc3)ccc12	-4	-3	0.7	-2	5	13	0	2	-3
43	Cc1cc(OC(C)C)nc(NCc2ccccc2)n1	-3	-4	2.2	0	-1	13	-8	1	-7
44	CCCn1c(N)c(C(=O)CN(C)CC(=O)Nc2c(C)cc(C)cc2C)c(=O)[nH]c1=O	4	14	-0.1	-14	-5	13	0	0	7
45	COc1cc(/C=C/C(=O)OCC(=O)Nc2ccc(C)c(S(=O)(=O)N3CCCCC3)c2)ccc1O	-2	-18	4.4	2	5	7	-3	9	-14
46	COC(=O)C1=C(C)N(Cc2ccco2)C(=O)C1	8	0	-0.2	4	-4	4	-4	1	2
47	O=C(/C=C/c1cccc2ccccc12)N1CCOCC1	-4	-24	-0.6	-3	-6	-12	3	0	6
48	CC(C)C[C@@H](CNCC(=O)[C@H](C)NC(=O)c1[nH]cnc1C(=O)N[C@@H](C)CN)NC(=O)c1nc[nH]c1C(=O)N[C@@H](Cc1ccccc1)C(=O)O	-4	-1	0.4	-4	-5	13	1	1	-3
49	Cn1c(C(=O)N2COCC2(C)C)cc2c(=O)n3ccccc3nc21	-8	2	1.7	5	1	13	1	4	-4
50	CCOc1ccc(S(=O)(=O)N/N=C2/CCCC(=O)C2)cc1	14	-2	5.4	4	7	-4	-4	0	-3
51	COc1cccc(CN(C(=O)c2ccccc2)C2CCS(=O)(=O)C2)c1 (stereo unspecified)	-10	4	1.4	-18	-9	6	-7	2	-1
52	CCS(=O)(=O)N1CCCC(C(=O)NCCCOC(C)C)C1 (stereo unspecified)	-4	-2	-0.1	-3	10	4	-2	1	-14
53	CCCC12CN3CC(CCC)(CN(C1)C3C(O)C(O)C(O)CO)C2=O (stereo unspecified)	-5	26	0.1	-1	-10	0	0	1	7
54	CCC/C(=N\NC(=O)c1ccc(OC)c(OC)c1)c1ccccc1	11	10	0.2	-10	-6	-8	1	1	-3
55	CCOc1ccc(CN(C)CC(=O)NCc2ccccc2Cl)cc1	-10	-4	1.8	-4	-3	8	-3	3	8
56	COC(=O)N1C/C=C\C(c2ccc(OC)cc2)N(Cc2ccc(F)cc2)C(=O)C1 (stereo unspecified)	-1	3	0.0	-7	3	6	-2	1	-3
57	Cc1cc(N2CCN(C)CC2)nc(N2CCOCC2)n1	18	-4	0.1	4	1	-5	3	0	0
58	CC(=O)Nc1cc(C(=O)N(C)Cc2ccccc2)ccc1S(=O)(=O)c1ccc(C)cc1	-6	-6	1.6	15	7	20	-1	1	3
59	CNC(=O)OCCSCCS(=O)(=O)c1ccc(Cl)cc1	0	-5	0.6	2	5	-8	1	0	7

# Gathered by group, the entries above containing a Cl atom.
item	Molecule	CHO-K1 Ca antag	M4 PAM	CHO-K1 Ca ag	M4 antag	M5 antag	CHO-K1 Ca PAM	M5 ag	M4 ag	M5 PAM
3	Cc1nn(-c2ccccc2)c(C)c1NC(=O)COc1ccc(F)cc1Cl	-7	0	6.8	-1	0	17	3	8	-4
6	CNC(=O)c1ccsc1NC(=O)c1ccc(Cl)s1	-8	-4	0.6	-2	6	0	1	4	1
9	COc1ccc(-c2cc(CNC(=O)CCl)on2)cc1	4	8	0.5	-14	-7	21	0	3	19*
13	O=C(NCc1ccccn1)c1ccc(Cl)s1	-11	21	0.2	-2	-5	21	2	0	2
17	COC(=O)CC1(C(=O)OC)Oc2ccc(Br)cc2C(=O)N1c1cccc(Cl)c1Cl (stereo unspecified)	-6	-27	1.9	5	19	9	-5	7	-11
25	O=C(c1ccc(Cl)cc1)N1N=CCC1(O)c1ccc(Cl)cc1 (stereo unspecified)	-6	7	0.6	-11	9	10	-2	1	-1
35	CC1CN(CCOc2ccc(Cl)c(Cl)c2)CC(C)O1 (stereo unspecified)	2	-3	2.0	8	-11	-3	6	3	-5
38	COc1cc(/C=C/C(=O)OCc2cn3cc(Cl)ccc3n2)ccc1O	0	-8	0.4	-5	13	-9	-6	2	-10
40	COc1ccc(C2NC(=O)C(=O)/C2=C(\O)c2ccc(Cl)cc2)cc1OC (stereo unspecified)	-6	-5	7.8	-4	1	16	1	14	-4
55	CCOc1ccc(CN(C)CC(=O)NCc2ccccc2Cl)cc1	-10	-4	1.8	-4	-3	8	-3	3	8
59	CNC(=O)OCCSCCS(=O)(=O)c1ccc(Cl)cc1	0	-5	0.6	2	5	-8	1	0	7
